HCT116 PTEN-null = suppresses growth of cells with PTEN deletion | HCT116 PTEN-null viability, CellTiter-Glo, 60 h; stronger effect = lower value | viability, % at 10 µM | 1.2% of 140,000 active;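 active = viability at or below a set limit, 4 SD under the median of all tested compounds, cut at about 3.7% in these data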;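 also: PTEN knockout HCT116 line with beta catenin targeted HCT116 as companion control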
Yeast lifespan up = extends the lifespan of yeast; S. cerevisiae growth with nicotinamide, OD615; deaD strain in restrictive glucose medium; inhibition of the nicotinamide effect, % at 10 µM; 0.68% of 130,000 active; AID 775;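 active = inhibition above a set limit, placed 3 SD over the median of all compounds, cut at about 26% in these data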;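 also: 0% = nicotinamide-treated wells and 100% = cells grown without nicotinamide; some compounds called inactive have numbers as strong as hits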
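System: DeaD-strain S. cerevisiae / Buffer or medium: CSMM-D, restrictive glucose (dextrose) synthetic minimal medium / Probe or stimulus: nicotinamide, 1.5 mM, co-present with compound / Compound: one concentration, 10 µM, DMSO 0.25% / Incubation: 48 h compound exposure at 30 °C, humidified / Technique: optical density (absorbance) at 615 nm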
Measles CPE = protection of cells from measles virus; 1.5% of 140,000 active; protection (pct of control), % at 4 µM; Measles virus-infected cells, CPE protection, absorbance; AID 841; in the data active = protection mostly above about 24%, no sharp cut-off; inactive = mostly below about 26%; also: some compounds called inactive have numbers as strong as hits
MRP1 act = activates MRP-1; viability increase, % at 10 µM; 0.61% of 140,000 active; H69AR cells + doxorubicin, viability rescue, CellTiter-Glo;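 active = viability gain under doxorubicin at or above a set limit, the compound median plus 3 SD, cut at about 4.7% in these data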;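 also: MRP-1 overexpressing cells given doxorubicin 25 µM after compound pretreatment; 18-22 h compound pretreatment then 72 h with doxorubicin before readout; 0% = doxorubicin-only wells and 100% = vehicle-treated cells without doxorubicin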
E-sel TNF inh = blocks E-selectin expression induced by TNF alpha; HUVEC TNFa-induced E-selectin immunofluorescence, high content; inhibition, % at 2 µM; 0.71% of 120,000 active; AID 1246;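 active = inhibition above the batch mean plus 3 SD, and confirmed as a hit on visual image review, cut at about 43% in these data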;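 also: 0% = TNF-stimulated DMSO wells and 100% = unstimulated control wells; not every result past the cut was called active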
bCat KO growth = beta-catenin-lacking colon tumor cell growth suppression. AID 818. 1.5% of 140,000 active. HCT116 beta-catenin knockout viability, CellTiter-Glo, 60 h; stronger effect = lower value. viability, % at 10 µM;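 active = viability at or under a set limit, the compound median less 4 SD, cut at about 6% in these data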;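 also: 0% = Hyamine 1622 control at 20 µM and 100% = untreated cell control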
GALR2 blocker = GALR2 (human) receptor antagonism. 0.39% of 140,000 active. inhibition, % at 4 µM. AID 828. GALR2-expressing cells, antagonist mode; in the data active = inhibition above about 27%;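 also: cells stimulated with galanin 1-16 at roughly its EC80; 0% = agonist challenge control and 100% = basal control without agonist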
Target sequence (O43603 whole entry, looked up): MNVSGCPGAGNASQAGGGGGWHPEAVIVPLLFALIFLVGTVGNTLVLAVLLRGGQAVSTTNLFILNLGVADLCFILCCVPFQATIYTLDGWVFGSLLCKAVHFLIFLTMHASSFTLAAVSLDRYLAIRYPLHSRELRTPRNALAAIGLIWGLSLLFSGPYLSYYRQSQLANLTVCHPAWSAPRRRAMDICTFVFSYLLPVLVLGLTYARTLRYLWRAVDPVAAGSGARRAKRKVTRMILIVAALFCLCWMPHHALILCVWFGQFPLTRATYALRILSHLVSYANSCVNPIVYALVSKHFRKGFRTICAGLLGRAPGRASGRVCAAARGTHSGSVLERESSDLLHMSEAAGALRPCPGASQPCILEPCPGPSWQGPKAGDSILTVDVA
BB579 growth dn = reduces growth of yeast BB579 in restrictive medium; inhibition, % at 10 µM; 0.51% of 140,000 active; AID 804; S. cerevisiae BB579 growth, OD615, 48 h;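 active = inhibition above a set limit, 3 SD over the mean compound inhibition, cut at about 44% in these data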; also: inactives centre near -24
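test system = yeast BB579 (DeaD) | buffer or medium = restrictive CSMM-D medium | doses = single compound dose of 10 µM, 0.25% DMSO final | times = 4 h preincubation and 48 h exposure at 30 °C | technique = culture absorbance at 615 nm | benchmarks = amphotericin B 10 µg/mL, positive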
Phagocytosis inh = inhibitors of macrophage phagocytosis; J774A.1 macrophage IgG-bead phagocytosis, imaging; inhibition, % at 5 µM; 0.07% of 110,000 active; AID 1029;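 active = inhibition above the mean of the plate negative controls plus 5 SD, cut at about 13% in these data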;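 also: phagocytic index as fraction of beads internalized from green versus red external bead signal; plate controls were DMSO negative control for no effect and cytochalasin-D positive control for full effect; some results beyond the cut were filed as inactive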
NPY-Y2 antag = blocks the human neuropeptide Y Y2 receptor. NPY-Y2 expressing cells, antagonist mode. inhibition, % at 2.7 µM. 0.99% of 140,000 active; in the data active = inhibition above about 17%;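 also: 0% = vehicle with agonist challenge and 100% = reference antagonist with challenge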
Target sequence (P49146 whole entry, looked up): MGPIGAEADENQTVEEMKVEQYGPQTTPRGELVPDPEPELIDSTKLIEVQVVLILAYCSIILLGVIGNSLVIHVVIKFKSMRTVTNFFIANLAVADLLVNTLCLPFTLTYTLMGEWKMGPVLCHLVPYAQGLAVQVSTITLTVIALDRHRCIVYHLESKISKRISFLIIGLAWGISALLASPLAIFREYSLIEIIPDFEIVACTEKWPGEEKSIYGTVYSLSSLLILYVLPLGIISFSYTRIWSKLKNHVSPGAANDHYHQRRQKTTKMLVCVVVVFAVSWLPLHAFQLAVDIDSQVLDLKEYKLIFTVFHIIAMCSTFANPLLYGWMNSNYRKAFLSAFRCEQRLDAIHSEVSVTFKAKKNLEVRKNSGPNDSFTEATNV
* = called active by the depositor; / = no result given; & = joins results of further samples.

SMILES,HCT116 PTEN-null,Yeast lifespan up,Measles CPE,MRP1 act,E-sel TNF inh,bCat KO growth,GALR2 blocker,BB579 growth dn,Phagocytosis inh,NPY-Y2 antag
Cc1cc2cc(C(c3nnnn3C(C)(C)C)N(Cc3ccco3)CC3CCCO3)c(=O)[nH]c2cc1C (centres undefined),43.4,-5.9,0.4,-3.9,4.2,42.4,-1.7,-35.5,/,5.2
CCC(C)Sc1nc2c(cnn2-c2ccccc2)c(=O)[nH]1 (centres undefined),94.1,-6.0,8.4,-1.6,11.9,93.3,-0.5,-22.7,1.7,2.1
Cc1sc2ncn(CC(=O)NCCCC(=O)N3CCN(c4ccccc4)CC3)c(=O)c2c1C,83.1,-5.8,4.4,-3.9,14.5,92.5,-0.8,-14.8,0.1,1.1
CCC(CO)NCc1cc(OC)c(OCC(=O)NCCc2ccccc2)cc1Br (centres undefined),98.8,-1.2,5.8,-3.1,/,94.7,-4.2,-40.2,1.0,3.1
CC/C(=N/Nc1ccccc1C)c1cnnc(SC)n1,83.8,4.1,6.9,-2.0,-17.3,86.6,-2.4,-5.3,-1.1,0.8
O=C(c1ccco1)N1CCN=C1SCc1cccc(Cl)c1,80.5,-9.4,13.1,1.4,-3.5,96.1,-11.0,-33.8,-0.5,4.6
c1nnn(C23CC4CC(CC(C4)C2)C3)n1,99.4,-12.0,4.0,-0.5,5.1,100.8,-19.6,-8.4,-0.3,0.1
O=C(c1ccc(CN2CCOCC2)cc1)N1CCN(c2ccccc2F)CC1,105.0,-2.7,-0.5,-0.6,-13.6,100.8,-4.5,-37.1,0.0,0.9
O=C(Oc1cccc(N2C(=O)CCC2=O)c1)c1ccccc1,88.2,/,6.9,1.7,32.2,94.9,-7.7,-13.7,/,1.6
Cc1ccc2nc(NNC(=O)c3ccc(S(=O)(=O)N4CCc5ccccc5C4)cc3)sc2c1,6.4,-1.5,2.4,-3.2,-0.3,3.8*,-2.9,9.5,/,-1.6
CC(C)(C)C(=O)NC(=S)N1CCCC1,91.0,5.6,8.0,-2.2,/,102.1,-5.7,-11.2,-9.4,1.7
CC(C)(C)c1ccc(CSc2nnc(-c3ccccc3NC(=O)c3ccccc3)o2)cc1,64.7,-0.6,-0.3,-0.4,/,66.0,0.0,-32.9,0.7,1.3
COc1cc(OC)cc(C(=O)Nn2cc(C(=O)Nc3ccc(F)cc3F)c3ccccc3c2=O)c1,80.0,0.9,11.0,-1.8,-12.9,74.2,-14.9,-64.0,/,0.1
O=C(N/N=C\C=C\c1ccc2c(c1)OCO2)C1COc2ccccc2O1 (centres undefined),93.2,-5.9,5.4,0.0,-11.0,89.4,-5.9,-28.5,0.9,9.2
Cc1cccc(NC(=S)NC2CC3CCCC(C2)N3Cc2cccs2)c1C (centres undefined),26.6,-18.3,5.6,-5.4,-82.1,11.4,3.6,-39.7,/,5.9
CCOC(=O)c1c(C)nn(Cc2ccccc2)c1N,92.7,-4.5,25.4,-2.5,5.0,90.4,2.6,0.4,1.0,0.8
COC(=O)c1ccccc1NC(=O)C1CCN(S(C)(=O)=O)CC1,83.2,-13.3,9.0,-2.4,-2.5,92.9,9.2,-43.8,-0.9,-0.2
Cc1cc(C(=O)N/N=C/c2ccc(Cl)c([N+](=O)[O-])c2)c(C)n1-c1ccc(F)cc1,2.5*,-5.8,3.9,-2.5,0.0,3.1*,0.0,-27.1,/,-1.6
CSc1n[nH]c(NCc2ccc(Cl)cc2)n1,93.8,/,4.2,1.0,6.8,91.0,6.6,-9.3,/,2.2
c1coc(-c2nnc(SCc3cn4ccccc4n3)o2)c1,99.6,-7.2,3.6,-1.4,/,100.4,10.8,-33.7,-0.3,-0.4
O=C(c1cc(-c2cccs2)on1)N1CCc2ccccc2C1,98.4,-6.2,7.0,-1.0,-3.8,90.9,-1.3,-31.3,/,28.8*
Cc1ccccc1-n1c(O)c(/C=C/C=Nc2ccccc2)c(=O)[nH]c1=O,100.0,-2.6,11.0,1.5,/,96.9,4.4,-14.4,-0.6,0.5
COc1cc(C=O)ccc1OCCOCCOc1cc(C)ccc1Cl,93.5,-21.0,9.1,-1.1,26.6,87.1,-16.5,-55.8,-1.1,4.0
COc1ccc(C2N=C(c3ccccc3)C(C)(C)N2O)cc1 (centres undefined),94.5,-12.8,35.2,-2.1,9.3,100.7,-4.9,-2.9,0.1,1.5
COC(=O)c1ccc(CSc2nnc(NCc3ccccc3)s2)o1,92.0,-18.2,1.9,-3.4,/,89.6,-8.7,-42.4,-0.5,2.4
Cc1ccc(SCc2c(-c3ccccc3)nn(C)c2Cl)cc1,68.9,-9.4,1.4,1.4,-2.9,75.3,-5.4,-5.2,0.0,4.0
O=C(c1ccc(S(=O)(=O)NCC2CCCO2)cc1)N1CCc2ccccc21 (centres undefined),59.0,-28.4,2.4,-4.1,-32.4,32.4,1.6,3.0,0.5,4.4
CCCc1nnc(SCCSc2nnc(CCC)n2N)n1N,104.8,-18.1,8.7,-0.2,-4.5,105.9,0.9,12.8,5.5,-0.6
CCOc1ccc(S(=O)(=O)NCc2csc(C)n2)cc1,112.6,-4.9,10.8,0.3,14.8,98.6,-3.0,-22.4,2.3,3.7
Cc1cc(C)cc(Oc2ccccc2/C=C\C(=O)O)c1,76.6,0.5,5.1,-2.4,/,91.6,-5.1,-29.2,-0.3,6.5
CCCc1cc(=O)[nH]c(SCC(=O)N2CCN(S(=O)(=O)c3ccc4ccccc4c3)CC2)n1,99.5,2.8,17.3,0.1,-13.4,95.4,7.2,-34.6,-9.7,4.8
Clc1ccc(/C=N/Nc2nnc(-c3ncc[nH]3)c3ccccc23)cc1,73.4,-27.8,10.8,-3.7,/,79.5,10.1,-60.4,/,-0.1
COCc1cc(C)nc(N2CCOCC2)c1C#N,104.9,-9.6,4.7,-1.9,26.5,102.0,5.7,10.4,0.7,1.0
O=C1CN=CN=CN1c1ccc(Cl)cc1Cl,103.8,-3.3,45.2*,2.7,21.7,97.3,-3.6,-4.0,-6.3,3.7
Fc1ccccc1NC(=S)NCc1ccc2c(c1)OCO2,96.0,-1.8,6.8,-4.0,10.4,99.2,-4.4,-10.8,-2.9,1.5
CCc1cc2c(N3CCN(c4ccccc4)CC3)ncnc2s1,54.0,-21.1,5.6,0.4,7.8,45.3,-8.3,-56.8,0.8,6.3
CN(C)S(=O)(=O)N1CCCN(S(=O)(=O)N(C)C)CC1,96.9,-7.0,23.1,-0.8,/,84.2,-16.0,-44.1,-0.8,2.8
CC(C)(C)C(=O)NC(=S)NNC(=O)c1sc2ccccc2c1Cl,4.9,11.1,5.2,-5.2,/,3.0*,-5.5,-19.7,/,6.0
CC(=O)C1=C(O)C(=O)N(c2ccc(C)cc2)C1c1ccccn1 (centres undefined),100.5,/,3.5,-0.7,-16.3,85.6,-7.5,-1.1,/,-1.6
CCOC(=O)c1c(CN2CCN(Cc3ccccc3)CC2)n(C)c2cc(Br)c(OC)cc12,55.8,-7.5,4.6,-2.5,40.7,56.0,-9.0,-13.9,0.1,8.4
Cc1ccc(NC(=O)C2CCCN(S(=O)(=O)c3cccs3)C2)cc1 (centres undefined),94.3,-12.7,0.6,-2.3,-26.7,96.5,-9.0,-40.9,-0.2,3.2
CCCCN(CC)S(=O)(=O)c1ccc(C(=O)Nc2nnc(-c3cccs3)o2)cc1,17.5,-12.4,0.8,-4.9,/,16.1,0.7,-45.3,1.1,5.0
CCNc1nc(C)c(CN(C(C)=O)c2ccccc2)nc1C#N,87.3,0.8,8.3,-2.0,/,94.2,-3.6,-12.9,0.2,2.2
O=C(OCc1ccccc1)c1cn(-c2ccccc2)nc1-c1ccncc1,85.8,-12.9,4.3,-3.0,3.8,91.8,-3.0,-12.6,-2.2,5.4
Clc1ccc(N2N=C(c3cccs3)CC2c2ccco2)cc1 (centres undefined),75.7,-21.2,17.6,-1.4,-22.1,73.8,-4.8,-52.7,/,-2.5
CCCC(=O)N=C1SC2CS(=O)(=O)CC2N1c1ccc(CC)cc1 (centres undefined),95.7,-9.0,13.0,-1.4,/,95.0,-7.4,-39.5,/,-1.6
Cc1nnc2n(C3CCCCC3)c(=O)c3c4c(sc3n12)COC(C)(C)C4,95.5,2.3,18.4,-2.7,/,98.7,4.3,-26.9,1.1,-0.1
O=C(Cn1cnc2ccccc2c1=O)NCc1ccc2c(c1)OCO2,85.2&94.2,-15.7,24.0,-1.3,10.1,100.1,-8.9,-31.0,0.5,4.2
O=C(NC(=S)NNC(=O)c1cccs1)c1ccco1,30.4,29.3*,2.3,2.5,9.4,22.0,-0.6,-16.4,/,0.0
Cc1cccc(Oc2ncnc(N)c2[N+](=O)[O-])c1,110.4,1.3,5.9,-1.0,-20.1,90.3,-11.7,-7.6,0.6,2.5
CCc1c(C(C)S(=O)(=O)c2ccc(C)cc2)[nH]c(=O)n1-c1ccc(C)cc1 (centres undefined),91.1,-3.3,1.1,-3.4,-6.4,85.8,-14.9,-39.9,/,1.9
COc1ccc(-c2nsc3c(N4CCCC4)ncnc23)cc1,93.5,-10.1,17.0,-2.3,23.1,98.4,1.9,-15.0,2.8,0.9
O=C(O)c1ccc2c(c1)N(Cc1cccc(F)c1)C(=O)CS2,98.4,-2.3,22.9,-1.1,/,102.0,-6.8,-16.3,0.4,13.7

Screening data: PubChem, several laboratories

Rows are unselected; any-hit rate near 6.1%.
